Rtt109 Vps75 – inhibitors of C. albicans Rtt109/Vps75 HAT, primary screen, biochemical, ThioGlo CoA-SH fluorescence, plate reader. 330,000 tested, 0.16% active. purified Rtt109/Vps75, 4 h. inhibition, % at 34.9 µM. Histone acetyltransferase RTT109 (Candida albicans (strain SC5314 / ATCC MYA-2876)), …;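 active = inhibition of at least 50% in every replicate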
Target sequence (Q5AAJ8 whole entry, looked up): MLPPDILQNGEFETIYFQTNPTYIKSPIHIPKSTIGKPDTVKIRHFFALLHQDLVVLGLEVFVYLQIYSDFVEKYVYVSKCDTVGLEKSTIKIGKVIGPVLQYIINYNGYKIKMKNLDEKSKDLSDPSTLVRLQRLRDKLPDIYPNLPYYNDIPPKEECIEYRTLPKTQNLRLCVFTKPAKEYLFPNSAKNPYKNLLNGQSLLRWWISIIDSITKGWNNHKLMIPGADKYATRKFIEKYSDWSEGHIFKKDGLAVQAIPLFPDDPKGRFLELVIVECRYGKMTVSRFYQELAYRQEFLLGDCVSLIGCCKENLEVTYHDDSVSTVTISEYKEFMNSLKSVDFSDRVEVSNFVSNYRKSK
PfHsp90 set2 – growth inhibition of PfHsp90-expressing yeast, primary screen, antimalarial PfHsp90 inhibitor project, S. cerevisiae, BacTiter-Glo luminescence, single point, set 2; 310,000 tested, 0.32% active; AID 504621, 2011; BacTiter-Glo ATP, 48 h; yeast lacking PDR1 and PDR3 efflux regulators; inhibition, % at 9.4 µM;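 active = every replicate shows inhibition above about 80%, whatever the replicate mean, limit read from the data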;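 also: 0% = DMSO neutral controls and 100% = 20 µM radicicol positive controls; yeast relying on Plasmodium falciparum Hsp90 in place of its own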
RTF Ca sens inh – cardiac RTF calcium sensitivity inhibitors, primary screen, biochemical, IANBD-TnC fluorescence, EC70 calcium. Troponin I, cardiac muscle (Homo sapiens) + Troponin T, cardiac muscle (Homo sapiens) + …. IANBD-labeled cardiac RTF, Ca2+ fluorescence. inhibition, % at 7.15 µM. 340,000 tested, 0.12% active. AID 493244, 2011;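 active = inhibition above the mean inhibition of all tested compounds plus 3 SD, cut at about 17% in these data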;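 also: assay run at fixed EC70 calcium of 1.6 mM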
CDK5 inh – inhibitors of human CDK5/p35 kinase, primary screen, biochemical, single concentration. Cyclin-dependent kinase 5 (Homo sapiens) + Cyclin-dependent kinase 5 activator 1 (Homo …. Recombinant CDK5/p35, ADP-Glo luminescence, 60 min. AID 488839, 2010. 330,000 tested, 0.01% active. inhibition, % at 10 µM;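 active = highest replicate inhibition of at least 50% and at least 75% of replicates reaching 50%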;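 also: plate controls were DMSO neutral control for no effect and GW8510 at 10 µM for full effect; many of its hits are not listed in these tables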
RTF Ca sens act – cardiac RTF calcium sensitivity activators, primary screen, biochemical, IANBD-TnC fluorescence, EC20 calcium; IANBD-labeled TnC RTF fluorescence at EC20 calcium; 0% EC20 calcium, 100% full calcium; activation, % at 7.2 µM; 340,000 tested, 0.24% active; AID 493008, 2010;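 active = activation above the mean over all tested compounds plus 3 SD, cut at about 30% in these data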;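 also: rise in fluorescence read as greater calcium sensitivity of cardiac thin filaments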
SUMO Mot1 rescue – yeast Mot1-301 growth rescue at high temperature, primary screen, SUMOylation pathway inhibitor project, S. cerevisiae, ATP luminescence, 38.5C. S. cerevisiae Mot1-301 growth rescue; percent above DMSO median, 100 means doubled. growth rescue, % at 18.8 µM. 320,000 tested, 1% active. AID 2716, 2010;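 active = every valid replicate shows activation above 250% relative to neutral control wells; inactive = the rest, any valid replicate at or below 250%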;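 also: OY570 slx delta 5 strain wells were the positive control but not used for scaling; some compounds called inactive have numbers as strong as hits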
NSD2 HMT inh – NSD2 histone methyltransferase inhibitors, primary screen, biochemical, AlphaScreen, single concentration, set 2 | inhibition, % at 12.5 µM | NSD2 peptide methylation, 120 min | AID 743445, 2014 | 310,000 tested, 0.54% active; in the data active = inhibition above about 50%
dFosB act – activators of delta FosB homodimer, primary screen, biochemical, fluorescence polarization, TAMRA-CDK5 oligo, single point. purified delta FosB; percent of positive-control signal above neutral wells. activation, % at 25 µM. 340,000 tested, 0.99% active. AID 493131, 2011;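 active = mean activation above about 17%, with every replicate also reaching it, limit read from the data, passing the limit was not always enough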;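 also: fluorescence polarization rise as delta FosB binds a TAMRA Cdk5 AP-1 oligo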
C-LANA FP – inhibitors of KSHV C-LANA binding to DNA, primary screen, biochemical, fluorescence polarization, FAM-LBS DNA, MBP-C-LANA, single point. inhibition, % at 9 µM. 340,000 tested, 0.078% active;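 active = highest replicate inhibition at or above 60% at 9 µM, even if other replicates fall short; inactive = all replicates below 60% inhibition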;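 also: 0% = neutral control wells and 100% = 4 µM acridine orange control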
PvdQ acylase – P. aeruginosa PvdQ acylase inhibitors, primary screen, biochemical, fluorescence, plate reader and imaging, single point. 340,000 tested, 0.063% active. PvdQ acylase [Pseudomonas aeruginosa LESB58]. purified PvdQ acylase. AID 488965, 2010. inhibition, % at 10 µM; in the data active = inhibition above about 30%, passing the limit was not always enough;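 also: 0% = vehicle neutral wells and 100% = reference inhibitor wells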
Keap1-Nrf2 PPI – Keap1-Nrf2 protein-protein interaction inhibitors, primary screen, biochemical, fluorescence polarization, single point; Keap1 Kelch-Nrf2 peptide fluorescence polarization, 1536-well; inhibition, % at 9.4 µM; Kelch-like ECH-associated protein 1 (Homo sapiens), Q14145; AID 504523, 2011; 340,000 tested, 0.15% active; in the data active = inhibition above about 12%;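 also: human Keap1 Kelch domain with fluorescein labeled Nrf2 9mer peptide probe; 0% = neutral control wells and 100% = peptide positive control; higher means more block of Keap1 binding to Nrf2 peptide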
Target sequence (Q14145 whole entry, looked up, the tested form may be a part): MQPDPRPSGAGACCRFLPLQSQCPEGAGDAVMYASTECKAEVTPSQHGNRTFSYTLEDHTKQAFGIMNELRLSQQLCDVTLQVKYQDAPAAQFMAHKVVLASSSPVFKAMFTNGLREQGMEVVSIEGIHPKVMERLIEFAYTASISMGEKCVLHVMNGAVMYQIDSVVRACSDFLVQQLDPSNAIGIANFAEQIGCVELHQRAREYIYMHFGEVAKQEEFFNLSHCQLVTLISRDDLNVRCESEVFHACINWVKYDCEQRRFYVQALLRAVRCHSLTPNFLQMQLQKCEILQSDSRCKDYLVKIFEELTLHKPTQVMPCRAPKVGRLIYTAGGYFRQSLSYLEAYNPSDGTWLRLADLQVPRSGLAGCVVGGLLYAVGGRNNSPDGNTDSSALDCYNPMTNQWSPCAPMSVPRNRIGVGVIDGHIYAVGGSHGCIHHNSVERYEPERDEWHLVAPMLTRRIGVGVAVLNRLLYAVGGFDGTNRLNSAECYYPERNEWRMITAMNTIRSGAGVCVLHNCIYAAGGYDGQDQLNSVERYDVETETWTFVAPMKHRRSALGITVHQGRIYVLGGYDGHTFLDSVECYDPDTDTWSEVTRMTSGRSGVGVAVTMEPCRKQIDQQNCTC
The depositor's hits bear a star; / = no result given. Compounds were not picked by outcome (roughly 3.2% active in at least one column).

smiles	Rtt109 Vps75	PfHsp90 set2	RTF Ca sens inh	CDK5 inh	RTF Ca sens act	SUMO Mot1 rescue	NSD2 HMT inh	dFosB act	C-LANA FP	PvdQ acylase	Keap1-Nrf2 PPI
Cc1ccc(S(=O)(=O)N2CCN(c3ncccn3)CC2)c(C)c1	0	-7	1	-1.2	-2	111	-2	-6	-1.1	-6	-1
CCOC(=O)c1ccc(NC(=S)NCCCN2CCN(C3CCCCC3)CC2)cc1	-6	4	5	-0.3	-4	23	3	-3	-1.4	-10	4
O=C(CN1CCN(Cc2ccc3c(c2)OCO3)CC1)N1CCc2[nH]c3ccc(F)cc3c2C1	9	6	-6	-1.2	0	17	5	3	2.0	-5	1
CC(C)CN1CCN(Cc2cccn2-c2ccccn2)CC1CCO (stereo not given)	-5	12	-4	-0.4	3	-1	/	-7	-1.3	-9	3
O=C(NCCN1C(=O)S/C(=C\c2ccccc2F)C1=O)C1=COCCO1	-2	/	-10	-2.1	-1	6	-1	-5	-0.2	-4	-6
Cc1ccc(C)c(N(C(=O)CNC(=O)c2ccco2)C(C(=O)NCC2CCCO2)c2ccccc2)c1 (stereo not given)	18	-5	3	-1.3	1	-7	/	-10	0.8	7	-5
COc1ccc(C/C(C)=N/NC(=O)c2cc(C)oc2C)cc1	0	7	-3	0.1	6	-14	0	-1	1.0	10	5
CCOC(=O)/C=C1\SCC(=O)N1CC(=O)NC(C)c1ccccc1 (stereo not given)	8	13	-4	0.8	8	2	0	1	0.3	-5	-11
NC(=O)c1ncn([C@@H]2O[C@H](CNCc3ccc(OCC(=O)Nc4nccs4)cc3)[C@@H](O)[C@H]2O)n1	-7	17	1	0.3	-1	/	/	1	0.0	2	-3
Cc1ccc(Nc2nnc(C)c3ccccc23)c(C)c1	5	2	1	-1.9	6	4	6	-4	-0.8	-10	-3
CC(=O)Nc1ccc(NC(=O)CSC2=NS(=O)(=O)c3cc(F)ccc3N2)cc1	15	5	-6	-0.2	1	361	7	11	-2.9	10	3
O=C(Nc1ccc2c(c1)OCO2)c1ccc(S(=O)(=O)N2CCCC2)cc1	-5	-18	-2	-1.2	-2	-24	-1	1	0.7	-12	-3
COc1ccc(/C=N/Nc2nc3ccccc3[nH]2)c(OC)c1OC	2	-37	-8	1.2	8	-10	4	-3	-1.2	-10	-6
CC1CN(C(=O)COC(=O)c2ccc(S(=O)(=O)N(C)C)cc2)CC(C)O1 (stereo not given)	-5	3	-2	0.2	-1	20	33	0	1.3	-15	2
CC1CCN(Cc2c(C(=O)N/N=C/c3cccc(C(F)(F)F)c3)nnn2-c2nonc2N)CC1	0	-89	-11	-3.3	-3	12	-1	-21	0.2	-10	-2
CCCCOc1ccc(C(=O)NCC(=O)NNC(=O)c2ccco2)cc1	2	/	-12	1.0	-3	5	0	-6	-0.5	-14	-1
CN(C)c1ccc(C(C(=O)NC2CCCCC2)N(Cc2ccco2)C(=O)c2snc(C(N)=O)c2N)cc1 (stereo not given)	0	10	4	1.3	0	5	11	5	-1.1	-8	2
O=C(COC(=O)c1ccccn1)NNC(=O)c1ccc([N+](=O)[O-])cc1	0	2	-4	1.1	-6	-10	1	7	-0.8	9	1
CCOC(=O)Cn1cnc2c(nnn2-c2ccc(OC)cc2)c1=O	-5	-40	-2	0.0	2	-6	-3	-2	-0.8	-11	4
Cc1c(C)c2c(OCC(=O)N[C@@H](CC(C)C)C(=O)O)cc3c(c2oc1=O)CCC(C)(C)O3	0	23	-14	-0.7	-2	5	0	-6	-0.5	-16	-1

Grouped by structure: those above containing fluorine
smiles	Rtt109 Vps75	PfHsp90 set2	RTF Ca sens inh	CDK5 inh	RTF Ca sens act	SUMO Mot1 rescue	NSD2 HMT inh	dFosB act	C-LANA FP	PvdQ acylase	Keap1-Nrf2 PPI
O=C(CN1CCN(Cc2ccc3c(c2)OCO3)CC1)N1CCc2[nH]c3ccc(F)cc3c2C1	9	6	-6	-1.2	0	17	5	3	2.0	-5	1
O=C(NCCN1C(=O)S/C(=C\c2ccccc2F)C1=O)C1=COCCO1	-2	/	-10	-2.1	-1	6	-1	-5	-0.2	-4	-6
CC(=O)Nc1ccc(NC(=O)CSC2=NS(=O)(=O)c3cc(F)ccc3N2)cc1	15	5	-6	-0.2	1	361	7	11	-2.9	10	3
CC1CCN(Cc2c(C(=O)N/N=C/c3cccc(C(F)(F)F)c3)nnn2-c2nonc2N)CC1	0	-89	-11	-3.3	-3	12	-1	-21	0.2	-10	-2

Next part
smiles	Rtt109 Vps75	PfHsp90 set2	RTF Ca sens inh	CDK5 inh	RTF Ca sens act	SUMO Mot1 rescue	NSD2 HMT inh	dFosB act	C-LANA FP	PvdQ acylase	Keap1-Nrf2 PPI
O=C(O)CSc1nnc(CNc2ccccc2Cl)n1-c1ccccc1	12	/	7	-0.2	4	-9	-7	4	-1.4	1	-1
Cn1cc(C(=O)C(=O)N2CCc3ccccc32)c2ccccc21	1	7	0	0.7	-1	-1	-1	-7	0.2	-9	1
CC(NC(=O)CCC(=O)NCc1ccc(F)cc1)c1ccccc1 (stereo not given)	0	9	1	-2.1	1	-10	0	3	1.6	-19	-4
COCCn1c(SCC(=O)NCCc2ccccc2)nc2c([nH]c3ccccc32)c1=O	-3	-3	-8	0.4	-2	5	/	1	0.6	-6	5
O=C(Nc1nncs1)C12CC3CC(CC(Cl)(C3)C1)C2	1	-9	1	0.2	-4	9	-2	4	-0.6	-8	1
CC1(C)CC(=O)C=C(NCCN2CCN(C(=S)NC3CCCCC3)CC2)C1	10	-7	-1	0.3	1	-5	0	-6	1.0	7	-3
C/C(=N\OC(=O)c1c(-c2ccccc2Cl)noc1C)c1ccncc1	-3	/	-1	0.7	0	-12	1	-16	-0.5	-6	2
CCOc1ccccc1NC(=O)CCNC(=O)Cn1ccc2ccccc2c1=O	-3	19	-1	0.3	4	19	-3	-1	0.2	-9	1
CCCc1nc2ccccc2c(=O)n1CC(=O)c1ccc(OC)cc1	-3	-17	-2	-0.3	3	14	-2	1	2.4	2	-2
CCCCCn1nc(C)c2c(C)cc(=O)[nH]c21	3	38	-13	-0.2	0	-10	2	4	1.0	-10	-2
CC(C)Cc1cc(C(=O)N2CCN(c3ccc(F)cc3)CC2)no1	3	-27	-1	-0.2	4	13	/	-13	2.4	-6	0
COc1ccc(OC)c(NC2=C(Cl)C(=O)N(Cc3ccccc3)C2=O)c1	-4	-16	-9	0.1	0	-9	7	-7	0.8	-12	-1
CN1CCc2c(sc(NC(=O)c3ccc(S(=O)(=O)N4CCOCC4)cc3)c2C(N)=O)C1	4	-6	-11	0.5	3	-15	/	-15	3.3	-3	-11
Cc1ccccc1N=C(NO)c1cccnc1	6	9	-2	1.0	7	123	14	1	3.7	-1	-4
O=C1CN(C(=O)COC(=O)c2ccco2)c2ccccc2N1	-2	2	-6	-3.9	-3	10	-3	0	0.3	-12	-7
O=[N+]([O-])c1cccc(-c2nnn(C34CC5CC(CC(C5)C3)C4)n2)c1	-3	3	1	0.6	-4	3	0	2	0.9	6	3
CCc1cccc(NC(=O)C2CCCC2)c1	-8	6	-18	-0.4	-3	10	-3	2	-0.7	-14	2
CCOC(=O)/C=C1\NC(=O)C(C)S1 (stereo not given)	0	/	-5	-0.4	0	-4	-3	-3	-1.2	-14	-8
Cc1ccc2nc(-c3ccccc3)cc(C(=O)N3CCN(S(=O)(=O)c4c(C)noc4C)CC3)c2c1	1	-1	6	0.3	0	10	1	-7	1.1	-6	5
CCn1c(CNC(=O)c2cccc(C)c2)nnc1SCC(=O)N1CCOCC1	-6	11	-6	-0.6	-3	-8	-1	-1	-1.3	-11	3
COc1cc(C)c(Cl)c(C)c1S(=O)(=O)NCc1ccc2c(c1)OCO2	5	-15	-1	-0.6	2	384*	-2	-1	0.2	-9	0
CN(Cc1ccccc1)CC(O)COc1ccc(CNCCc2cccnc2)cc1 (stereo not given)	5	8	-1	1.1	-4	6	4	5	4.1	7	-5
Cc1cc(C)n(CCOc2ccc(Cl)cc2Cl)n1	-10	-29	-2	3.7	-6	-23	12	-5	-1.2	-9	1

As entered above.
Result of Cc1ccccc1N=C(NO)c1cccnc1 under NSD2 HMT inh: 14
Result of CCc1cccc(NC(=O)C2CCCC2)c1 under NSD2 HMT inh: -3

High-throughput results: PubChem, several laboratories
